Dynein transport – inhibitors of GR-EGFP nuclear translocation, primary screen, dynein cargo transport inhibitor project, imaging, high-content, 3617.4 mouse cells; test concentration mostly 20 µM; stimulated with dexamethasone, 1 µM; stronger effect = lower value; z-score, hits read low; 0.47% of 220,000 active; AID 1381, 2008;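 active means plate z-score of nuclear minus cytoplasmic receptor signal below a set negative limit, without overly bright fluorescence or cell loss, cut at about -3.5 in these data, passing the limit was not always enough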;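 further: z-score of nuclear minus cytoplasmic ring GR-EGFP intensity difference per well; some compounds called inactive have numbers as strong as hits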
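Buffer or medium: tet-free medium with charcoal-stripped serum / Also added: dexamethasone agonist, 1.0 µM final, for 30 min / Timing: induction 48 h, compound 1 h, agonist 30 min / Measured by: high-content fluorescence imaging after fixation / Read-out: nuclear-to-cytoplasmic GR-EGFP distribution per well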
HEK293 NOD2/NF-kB – NOD2 signaling inhibitors, cell-based, luminescence, uHTS, HEK293 (AID 1566); 0.63% of 290,000 active; inhibition, % at 4 µM; hits with a dose series show EC50 in µM; HEK293 NOD2/NF-kB luciferase reporter, luminescence; higher % means a stronger effect; in the data active means inhibition above about 50%; further: many of its hits are not listed in these tables
bCat nuc transl – modulators of beta-catenin nuclear translocation, primary screen, imaging, HeLa cells, immunofluorescence, high-content. 0.3% of 190,000 active. nuclear translocation activity, % at 5 µM;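 active means nuclear translocation activity above 50% at 5 µM, with a well cell count of 50 or more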;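 further: per-cell ratio of nuclear to cytoplasmic median beta-catenin stain intensity; plate controls were DMSO negative control for no effect and GSK-3 inhibitor IX positive control for full effect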
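Test system: human HeLa cells, native beta-catenin. Compound dosing: 5 µM primary single dose, 0.1% DMSO, 0.02–20 µM confirmation series. Incubation: compound exposure 24 h at 37°C. Detection: beta-catenin immunostaining with DAPI counterstain, 20x imaging, 6 fields/well. Read-out basis: Nuclear/cytoplasmic beta-catenin signal ratio, % activation.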
MT stabilize HCS – microtubule stabilizers in HeLa cells, primary screen, imaging, high-content imaging; HeLa tubulin immunostaining HCS, 24 h; share of cells brighter than vehicle mean+2SD; % tubulin-high responders, % at 10 µM; 0.83% of 200,000 active; AID 2205, 2009;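 active means plate Z-score above 3 for both tubulin-high and condensed-nucleus cell shares, with cell loss under 80%, at 10 µM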;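 further: anti alpha tubulin signal scored within the nucleus-defined area of each cell; some results filed as inactive read as strong as hits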
Yfh1-off respiration – enhancers of respiration in Yfh1-depleted yeast, dose response, Friedreich's ataxia, plus single-dose screen (AID 1465). S. cerevisiae Yfh1-off respiration, WST-1 reduction, 72 h; higher fold induction means a stronger effect. fold induction at 50 µM, or EC50 in µM where a hit was titrated. 0.074% of 220,000 active;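 active means fold induction of absorbance versus untreated yeast above a set limit, then at least 30% activation at any dose in follow-up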;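 further: activators that raise dye reduction in frataxin-depleted yeast; strong numbers were not always called active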
P. falciparum M17LAP – P. falciparum M17LAP inhibitors, primary screen, biochemical, fluorogenic H-Leu-NHMec substrate, 1536-well (AID 1619) | recombinant M17LAP, H-Leu-NHMec fluorogenic kinetic assay; higher % means a stronger effect | inhibition, % at 30 µM, or IC50 in µM where a hit was titrated | 0.38% of 220,000 active;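 active means compound inhibiting the enzyme by more than half at any dose during confirmatory dose-response retesting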;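 further: plate controls were full reaction with DMSO carrier for no effect and no enzyme background for full effect; strong numbers were not always called active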
NOD1 NF-kB reporter – NOD1 signaling inhibitors, primary screen, cell-based, luminescence, uHTS (AID 1578). 1% of 290,000 active. NOD1-driven NF-kB luciferase reporter cells, luminescence; higher % means a stronger effect. inhibition, % at 4 µM, or EC50 in µM where a hit was titrated; in the data active means inhibition mostly above about 36%, no sharp cut-off; inactive means mostly below about 34%;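 further: HEK-293T reporter cells stimulated with the NOD1 agonist gamma-tri-DAP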
Ins promoter up – insulin promoter activators in MIN6 cells, imaging, high-content screening, mouse beta cells. 0.3% of 190,000 active. MIN6 insulin promoter-GFP reporter; stronger effect = higher value. AID 1625, 2009. z-score at 5 µM;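 active means z-score above 3 at 5 µM with at least 500 cells counted in the well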
Autophagy mod – autophagy modulators in MEF cells, primary screen, imaging, high-content, MEF GFP-LC3; 0.98% of 190,000 active; calls only at 10 µM (by protocol); MEF GFP-LC3 puncta imaging; test concentration mostly 10 µM;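 active means percentage of spot-positive cells more than 3 SD above its plate mean, without a fluorescence outlier flag or 80% toxicity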;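 further: spot-positive cell cutoff set from DMSO-treated cells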
Dynein transport cytoplasmic EGFP – second read-out of Dynein transport, no call of its own (marks repeat the call); z-score; measured here: cytoplasmic GR-EGFP intensity; stronger effect = higher value
Dynein transport nuclear GR-EGFP – second read-out of Dynein transport, no call of its own (marks repeat the call); z-score; measured here: nuclear GR-EGFP intensity;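 lower value marks the stronger effect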
Dynein transport cell count – second read-out of Dynein transport, no call of its own (marks repeat the call); z-score; measured here: cell count per field
Ins promoter up cell count – further read-out of Ins promoter up, marked with its call; cell count; measured here: cytotoxicity, nuclei count;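 total cells summed across four imaged fields per well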
bCat nuc transl cell count 5 µM – second read-out of bCat nuc transl, no call of its own (marks repeat the call); cell count; measured here: cell count, cytotoxicity flag
MT stabilize HCS Hoechst-high % – recorded beside MT stabilize HCS, whose call it bears; % Hoechst-high responders; measured here: nuclear condensation Hoechst responders;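 share of cells brighter than vehicle mean plus two SD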
MT stabilize HCS cytotoxicity % – further read-out of MT stabilize HCS, marked with its call; toxicity, %; measured here: cytotoxicity by cell density;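 0% = mean cell density of plate MIN control wells and 100% = no cells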
Autophagy mod cell loss 18 h – recorded beside Autophagy mod, whose call it bears; toxicity, %; measured here: cell loss, nuclei count;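 cell loss after 18 h compound exposure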
The depositor's hits bear a star; i = inactive; x = no result given.

SMILES | Dynein transport | Dynein transport cytoplasmic EGFP | Dynein transport nuclear GR-EGFP | Dynein transport cell count | HEK293 NOD2/NF-kB | bCat nuc transl | bCat nuc transl cell count 5 µM | MT stabilize HCS | MT stabilize HCS Hoechst-high % | MT stabilize HCS cytotoxicity % | Yfh1-off respiration | P. falciparum M17LAP | NOD1 NF-kB reporter | Ins promoter up | Ins promoter up cell count | Autophagy mod | Autophagy mod cell loss 18 h
COc1ccc(CC(=O)NNC2=Nc3cccc4cccc2c34)cc1OC | -0.78 | 0.53 | 0.12 | 0.56 | 15% | 1.1 | 1313 | x | x | x | i | 5% | 0% | 1.4 | 1043 | x | x
Cc1cc(-c2ccccc2)n2ncc(C#N)c2n1 | -0.65 | -0.091 | -0.19 | -0.18 | 20% | x | x | 5.4 | 3.1 | 3.9 | i | -3% | -2% | 0.93 | 902 | i | 0
Cc1cc(-n2c(C)cc(C(=O)CSc3nnnn3-c3ccc(Cl)cc3)c2C)no1 | -1.3 | -0.029 | -0.75 | 0.23 | 20% | -2.7 | 1181 | 3.1 | 6.0 | 5.1 | i | -3% | -6% | -0.25 | 1322 | i | -3
O=C(O)CN1CCOCCOCCN(CC(=O)O)CCOCCOCC1 | x | x | x | x | -6% | -2.1 | 944 | x | x | x | x | x | -24% | 0.63 | 1202 | x | x
COc1ccccc1NC(=S)NC(NC(=O)c1ccco1)C(Cl)(Cl)Cl (stereo not given) | 0.64 | 0.11 | 0.56 | 0.3 | -1% | 3.2 | 1058 | 3.4 | 2.4 | 8.0 | i | 5% | 6% | 0.23 | 1380 | i | 16
COc1ccc(NC(=O)CN(C)CC(=O)Nc2ccc(Cl)cc2F)cc1 | 0.38 | -0.32 | 0.14 | -0.12 | 20% | -1.2 | 1164 | 2.4 | 3.0 | 6.3 | i | -5% | -32% | -1 | 1337 | i | -11
CN1CCN(NC(=O)CN2C(=O)/C(=C/c3ccccc3Cl)SC2=S)CC1 | -0.71 | 0.35 | -0.34 | 1.2 | 1% | 0.0 | 1060 | 3.9 | 1.6 | 4.8 | i | 38% | -8% | 0.56 | 1541 | i | 2
CCOC(=O)Cc1[nH]nc2c1C(Cc1ccccc1)C(C#N)=C(N)O2 (stereo not given) | -1.2 | -0.28 | -0.82 | 1.6 | -11% | 8.7 | 897 | x | x | x | i | -4% | -4% | 0.24 | 1496 | x | x
COc1ccc2c(c1)c(=O)oc1cc3oc(C)c(C)c3cc12 | 0.031 | -0.38 | -0.11 | 0.49 | -14% | -2.3 | 1213 | 1.1 | 0.6 | 4.8 | x | -14% | -40% | x | x | i | -6
O=S(=O)(N/N=C/c1ccccc1OCc1ccc(Cl)cc1)c1ccccc1 | 0.61 | -0.3 | 0.37 | 0.95 | -14% | 6.7 | 532 | 3.7 | 1.9 | 11 | i | -6% | -23% | -0.12 | 1225 | i | 7
CC12CCC(C(=O)NCc3ccccn3)(OC1=O)C2(C)C (stereo not given) | -0.67 | -0.13 | -0.057 | -0.045 | 11% | -0.9 | 1126 | 1.9 | 2.3 | 34 | i | 3% | -2% | -0.05 | 1194 | i | -2
Oc1cccc(/C=N/NC(=S)NCCN2CCOCC2)c1O | -0.098 | -0.32 | 0.54 | -0.14 | 7% | -2.6 | 1035 | 2.0 | 3.8 | 6.9 | i | 10% | -17% | 0.35 | 1388 | i | 11
COc1ccc(CCn2c(NN=C3CCCC3)nc3c2c(=O)[nH]c(=O)n3C)cc1 | -0.56 | -0.23 | 0.12 | -0.18 | 10% | 0.8 | 1297 | x | x | x | i | 16% | -7% | -0.79 | 1042 | x | x
O=C(O)/C=C/c1ccc(OCc2cccc(F)c2)cc1 | -0.65 | -0.14 | -0.49 | 0.43 | -5% | -0.3 | 1096 | 6.0 | 1.8 | 4.8 | i | 9% | -30% | -0.1 | 1292 | i | -4
N#Cc1c(N)nc2c(c1-c1ccncc1)CCCCC2 | -0.49 | -0.28 | 0.24 | 0.64 | -13% | -2.1 | 735 | 3.8 | 0.7 | 3.1 | i | 13% | 5% | -0.88 | 948 | i | 1
COn1c2c(c3c4nonc4ccc31)CCCC2 | -1.3 | 0.17 | -0.76 | 0.71 | 8% | 7.6 | 839 | 3.3 | 1.4 | 13 | i | -10% | 13% | 0.11 | 864 | i | 7
O=C(c1ccc(Cl)cc1)C1C2C(=O)N(c3ccccc3)C(=O)C2C2CCCN21 (stereo not given) | -1.3 | -0.011 | -0.78 | 0.54 | -33% | -3.5 | 793 | 1.6 | 1.7 | 9.7 | i | 8% | 18% | 0.68 | 1302 | i | 2
Cc1nn(-c2ccccc2)c(Cl)c1/C=C/C(=O)c1ccc(O)cc1 | -0.85 | -0.11 | -0.13 | -0.59 | -29% | -1.6 | 1154 | 5.2 | 2.2 | 4.6 | i | 0% | 24% | -0.21 | 1285 | i | 4
O=C(NNc1ccccn1)C(=O)NNS(=O)(=O)c1ccc(Cl)cc1 | 0.55 | -0.11 | 0.91 | 1 | 16% | x | x | 3.7 | 1.5 | 5.5 | x | 16% | 2% | x | x | i | -25
CN(Cc1ccccc1)C(=O)c1ccccc1-c1ccccc1 | 1 | -0.26 | 1 | -0.75 | -12% | -1.5 | 1127 | 2.1 | 3.4 | 2.3 | i | 5% | -2% | -0.1 | 1306 | i | 3
CSc1nnc2n(Cc3ccccc3)c(=O)c3c4c(sc3n12)COC(C(C)C)C4 (stereo not given) | -0.21 | -0.26 | -0.017 | 0.24 | 9% | -1.3 | 1193 | 1.2 | 2.1 | 9.8 | x | -8% | -3% | 1 | 840 | i | -14
Cc1ccc(-n2nnnc2SCC(=O)Nc2ccc3c(c2)OCCO3)cc1C | -0.24 | -0.23 | -0.14 | -0.31 | 12% | -0.7 | 1057 | 2.6 | 1.9 | 6.5 | i | -10% | 29% | 0.53 | 1359 | i | -5
CCOc1ccccc1NC(=O)C1CCN(C(=O)Cc2ccccc2)CC1 | -0.82 | -0.18 | -0.59 | 0.081 | 10% | -2.2 | 1109 | 2.3 | 1.6 | 3.0 | i | -7% | -34% | -0.05 | 1258 | i | -6
COc1ccccc1NC(=O)Nc1ccc(N2CCOCC2)cc1 | -0.086 | -0.23 | -0.5 | 0.3 | -59% | -1.3 | 1131 | 4.5 | 2.8 | 8.5 | i | -6% | -41% | 1.1 | 1352 | i | -13
COc1ccc(OC)c(NC(=O)C2C3CCC(O3)C2C(=O)O)c1 (stereo not given) | -0.5 | -0.2 | -0.078 | 0.68 | 14% | 1.0 | 1405 | 2.8 | 2.4 | 7.7 | x | 8% | -6% | 1.9 | 1431 | i | -3
CN(CC(=O)Nc1ccccc1-c1ccccc1)Cc1ccccc1Cl | -0.38 | -0.17 | 0.16 | -0.019 | -29% | 0.2 | 1116 | 4.4 | 2.7 | 11 | i | 2% | -21% | 0.01 | 1263 | i | 2
Cc1c(C(=O)Nc2ccc(OCc3ccccc3)cc2)cccc1[N+](=O)[O-] | -0.49 | -0.22 | -0.39 | 1 | 10% | 3.0 | 1352 | 2.2 | 1.1 | 4.8 | i | -9% | -18% | 0.35 | 1230 | i | 17
N#Cc1ccc(C(=O)CSc2n[nH]c(=O)n2-c2cccnc2)cc1 | 1.6 | -0.017 | 0.76 | -0.37 | 12% | -4.0 | 1108 | x | x | x | i | 0% | 16% | 1 | 1448 | x | x
O=c1[nH]c2ccccc2nc1-c1cccs1 | -0.68 | -0.2 | -0.16 | 0.99 | -29% | 3.5 | 1339 | 3.6 | 1.3 | 5.2 | i | 46% | -32% | 0.39 | 1556 | i | -2
O=C(CCl)Nc1cccc2ncccc12 | -0.22 | -0.082 | -0.092 | -0.28 | 26% | 9.0 | 1048 | 5.7 | 3.6 | 1.4 | i | 4% | -23% | 4* | 897* | i | -7
COCCCn1c(=O)/c(=C\c2ccccc2OC(F)F)s/c1=C(/C#N)C(=O)NC(C)C | i | x | x | -3.1 | 9% | 0.2 | 1067 | 1.0 | 4.2 | 8.6 | i | 13% | -12% | 0.38 | 1481 | i | -8
COc1cc(C)ccc1OCCOCCOc1ccc(C)cc1[N+](=O)[O-] | 0.26 | -0.25 | 0.28 | 0.17 | 18% | 0.2 | 919 | 3.0 | 3.2 | 15 | i | -16% | -22% | -0.37 | 1230 | i | -8
CON(C)c1nc(OCCNC(=O)OCc2ccc(Cl)cc2Cl)nc(N(C)C)n1 | 1.2 | -0.23 | 0.68 | 0.22 | 8% | -2.0 | 1328 | 7.2 | 3.3 | 3.6 | i | 6% | 5% | -0.17 | 1641 | i | -5
CC(=O)Nc1nnc(Cc2ccccc2)s1 | -0.26 | -0.17 | -0.24 | 0.45 | -3% | -1.8 | 1047 | 1.8 | 1.2 | 6.7 | i | -9% | -26% | 0.33 | 1217 | i | -3
Cc1ccc(C(=O)Nc2cc(Cl)ccc2N2CCCCC2)s1 | 0.53 | -0.03 | 0.32 | 0.042 | 0% | x | x | 1.4 | 1.1 | 9.5 | i | -2% | 3% | -0.27 | 871 | i | 1

Screening results from PubChem BioAssay.

An excerpt; the hit share may differ from the screen's.
